# Screening results as filed in PubChem BioAssay.
# EBI2 block: EBI2 (human) antagonism | inhibition, % at 5 µM | AID 651636 | 360,000 compounds, 0.81% hits | EBI2 beta-arrestin recruitment, luminescence, 7a,25-OHC stimulated; in the data active = inhibition above about 38%;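 also: enzyme fragment complementation signal reports receptor beta-arrestin coupling in cells; 0% = agonist plus DMSO wells and 100% = wells without agonist; some results beyond the cut were filed as inactive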
# Target sequence (P32249 whole entry, looked up, the tested form may be a part): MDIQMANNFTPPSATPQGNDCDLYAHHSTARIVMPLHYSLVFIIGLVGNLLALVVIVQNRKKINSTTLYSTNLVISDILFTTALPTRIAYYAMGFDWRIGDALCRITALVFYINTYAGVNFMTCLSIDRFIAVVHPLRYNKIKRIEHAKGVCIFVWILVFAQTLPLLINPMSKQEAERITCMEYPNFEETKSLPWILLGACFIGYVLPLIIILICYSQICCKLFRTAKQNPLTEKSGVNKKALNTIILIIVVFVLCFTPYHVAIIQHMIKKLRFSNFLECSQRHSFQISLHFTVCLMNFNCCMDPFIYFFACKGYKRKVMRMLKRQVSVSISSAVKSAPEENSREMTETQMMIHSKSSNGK
# UPR XBP1 act: adaptive UPR (XBP1) activation | AID 463104 | activation, % at 20 µM | 330,000 compounds, 0.33% hits | CHO-XBP1 luciferase reporter, IRE1-XBP1 UPR activation, luminescence; percent of tunicamycin response, DMSO as zero;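 active = versus positive control, 20 µM dose yields 30% or more activation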;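 also: 100% = tunicamycin at 10 µg/mL and 0% = DMSO only wells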
#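 Material: CHO-XBP1 cells stably carrying IRE1-XBP1-driven luciferase reporter | Medium: F12 with 10% serum | Compound dosing: 20 µM single concentration, DMSO 1% | Incubation: Overnight seeding at 37 °C, 6 h compound treatment at 37 °C | Detection: Steady-Glo luminescence read | Read-out basis: % activation of reporter signal versus tunicamycin and DMSO controls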
# Gli-Sufu block: Gli-Sufu pathway antagonism | Sufu-KO-LIGHT fibroblasts, Gli luciferase reporter luminescence | inhibition, % at 5 µM | 340,000 compounds, 0.74% hits | AID 588413;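 active = inhibition above about 55%, limit read from the data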;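 also: 0% = DMSO-treated cells and 100% = wells with medium but no cells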
# Jurkat NFkB inh: lowers PMA/ionomycin-induced NF-kB signal in Jurkat cells. 330,000 compounds, 0.53% hits. AID 435003. PMA/ionomycin-induced NF-kB luciferase reporter, luminescence. inhibition, % at 4 µM; in the data active = inhibition above about 50%
# Mdm2 MdmX PPI: inhibitors of human Mdm2/MdmX interaction | SaOS-2 split-luciferase Mdm2/MdmX complementation, luminescence | inhibition, % at 8 µM | 330,000 compounds, 3% hits | AID 485346;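 active = inhibition of at least 50% at 8 µM in the primary screen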
# CCR6 antag: antagonists of human CCR6 receptor | 340,000 compounds, 0.49% hits | AID 493098 | CHO-K1 CCR6 PathHunter beta-arrestin, luminescence, CCL20-stimulated | inhibition, % at 20 µM;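 active = compounds whose inhibition of the agonist-driven luminescence signal at 20 µM reaches about 50%, limit read from the data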;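 also: cells stimulated with CCL20 at 14 nM final; plate controls were DMSO with CCL20 for no effect and DMSO without agonist for full effect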
# Target sequence (P51684 whole entry, looked up): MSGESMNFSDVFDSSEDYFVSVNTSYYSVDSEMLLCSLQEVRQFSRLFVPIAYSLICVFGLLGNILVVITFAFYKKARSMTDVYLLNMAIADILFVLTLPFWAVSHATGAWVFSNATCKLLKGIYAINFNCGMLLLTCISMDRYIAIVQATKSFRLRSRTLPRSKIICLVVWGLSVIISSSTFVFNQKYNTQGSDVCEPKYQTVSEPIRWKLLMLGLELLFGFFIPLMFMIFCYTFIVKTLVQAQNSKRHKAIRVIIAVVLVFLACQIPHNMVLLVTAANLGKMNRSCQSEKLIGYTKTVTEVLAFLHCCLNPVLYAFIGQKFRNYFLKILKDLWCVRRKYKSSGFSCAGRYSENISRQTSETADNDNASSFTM
# 697 NFkB inh: inhibitors of the PMA/ionomycin-induced NF-kB reporter in 697 B cells; inhibition, % at 4 µM; 330,000 compounds, 0.33% hits; 697 B-cell NF-kB luciferase reporter, 16 h; in the data active = inhibition above about 35%
# CHOP UPR activ: activators of apoptotic arm of unfolded protein response (CHOP) | CHO-CHOP luciferase reporter, UPR activation, luminescence; percent of tunicamycin response over DMSO baseline | AID 449763 | 330,000 compounds, 0.34% hits | activation, % at 10 µM;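 active = at 10 µM dose, activation of 40% or more, normalized to positive control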;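 also: 100% = tunicamycin at 10 µg/mL and 0% = DMSO alone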
#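 System: CHO-CHOP luciferase reporter cell line; amount: 500 cells/well; buffer or medium: F12 medium containing 10% fetal bovine serum; incubation: 6 h compound exposure at 37 °C after overnight seeding; measured by: luciferase luminescence after 10 min with Steady-Glo reagent; evaluation: % reporter activation, DMSO baseline versus tunicamycin full activation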
# CXCR6 block: CXCR6 (human) receptor inhibition. CHO-K1 PathHunter CXCR6 beta-arrestin, luminescence. inhibition, % at 20 µM. 360,000 compounds, 0.36% hits. AID 602244; in the data active = inhibition above about 34%, passing the limit was not always enough;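 also: antagonist mode with CXCL16 agonist at 10 nM final; 0% = 10 nM CXCL16 with DMSO and 100% = unstimulated wells without agonist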
# Target sequence (O00574 whole entry, looked up): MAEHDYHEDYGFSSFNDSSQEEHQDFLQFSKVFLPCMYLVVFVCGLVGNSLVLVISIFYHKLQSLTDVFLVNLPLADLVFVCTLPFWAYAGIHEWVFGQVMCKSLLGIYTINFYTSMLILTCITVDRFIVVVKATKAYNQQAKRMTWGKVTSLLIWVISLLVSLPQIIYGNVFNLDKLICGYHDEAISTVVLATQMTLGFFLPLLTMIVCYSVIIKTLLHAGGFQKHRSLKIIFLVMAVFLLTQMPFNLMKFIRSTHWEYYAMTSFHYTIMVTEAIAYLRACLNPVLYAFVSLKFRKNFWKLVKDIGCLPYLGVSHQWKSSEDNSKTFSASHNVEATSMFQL
# * hit, by the source's call; / = no result given.
SMILES,EBI2 block,UPR XBP1 act,Gli-Sufu block,Jurkat NFkB inh,Mdm2 MdmX PPI,CCR6 antag,697 NFkB inh,CHOP UPR activ,CXCR6 block
Cc1cccc(-n2c(SCC(=O)N3CC(=O)Nc4ccccc43)nc3ccccc3c2=O)c1C,12.4,-3.3,4.2,8.2,20.1,9.3,19.9,-1.7,-4.8
CCc1ccc(-c2csc3ncn(CC(=O)N4CCOCC4)c(=O)c23)cc1,-6.6,0.4,2.6,8.1,8.6,-13.9,1.0,-1.1,-6.9
Cc1ccc(S(=O)(=O)NCC(=O)N(CC(=O)NCC2CCCO2)Cc2ccccc2Cl)cc1 (configuration not stated),0.0,-8.1,-11.9,10.0,8.6,0.1,21.4,1.9,1.3
CCc1ccc(OCC2NCCc3cc(OC)c(OC)cc32)cc1 (configuration not stated),1.9,10.5,29.0,-4.7,13.3,11.7,5.5,2.8,-4.7
Cn1cc(Cl)c(C(=O)OCC(=O)c2ccccc2)n1,0.0,1.1,-11.5,-3.1,16.3,-5.1,-2.1,4.9,-10.6
Cc1nc(N)[nH]c(=O)c1CCCNc1ccc([N+](=O)[O-])cc1,-5.0,/,-14.6,/,/,11.7,/,/,9.8
Cn1c2ccccc2c(=O)c2c(=O)n(C3CCCCCC3)c(C3CCCCC3)nc21,25.8,/,44.0,/,/,20.3,/,/,3.7
COC(=O)c1ccc(COc2ccc(/C=N/NC(N)=S)cc2)o1,10.4,-3.5,9.4,11.4,-4.5,7.9,-3.9,-0.9,-18.4
O=C(CNC(=O)c1cccc(F)c1)OCC(=O)N1CCN(C(=O)c2ccco2)CC1,-2.6,-1.1,-16.8,-8.3,13.5,-0.8,5.7,-2.3,-6.1
Cc1cccnc1NC(=O)c1c(O)c2cccc3c2n(c1=O)CCC3,8.9,1.1,-4.8,-7.9,3.6,9.9,17.6,-1.3,2.7
COc1cc(-n2c(=O)c3ccccc3n(CC(=O)OCc3ccccc3)c2=O)cc(OC)c1OC,-2.9,-0.6,-2.8,-11.9,24.7,9.0,2.2,1.5,12.7
CC(C)(C)CN1CCN(Cc2c[nH]c3ccccc23)CC1CCO (configuration not stated),-7.6,-3.9,2.7,3.2,8.5,11.6,-6.5,-0.5,2.4
C[C@H](CO)N1C[C@H](C)[C@@H](CN(C)Cc2ccncc2)Oc2c(NS(=O)(=O)c3ccccc3)cccc2C1=O,-3.9,-2.9,-15.3,7.7,-1.7,7.6,6.1,1.2,-12.5
CCOC(=O)c1ccc(NC(=O)c2nc[nH]c2C(=O)NC)cc1,-8.5,7.4,-1.2,-14.4,13.8,7.5,8.4,0.2,-8.4
O=C(CCNC(=O)c1ccco1)Nc1ccc(OC(F)F)c(Cl)c1,-11.6,8.7,-15.1,0.6,4.0,-5.9,-14.9,-0.1,-1.5
O=C(NCCN1CCOCC1)c1cc(-c2cccs2)on1,-11.2,5.6,-16.9,-36.0,-28.4,-0.7,18.1,1.1,-7.9
COc1ccc(OC)c(NC(=O)C(CC(C)C)NC(=O)C2CCCCC2)c1 (configuration not stated),1.2,-2.0,5.6,-6.2,27.3,-4.2,21.7,2.5,8.1
N=c1c2c(ncn1CCCO)Oc1cc(O)ccc1C2c1ccccc1 (configuration not stated),3.1,2.2,2.5,-2.1,7.0,6.9,16.4,-1.1,0.9
COc1ccc(OC)c(NC(=O)Nc2ccc(O)c3ccccc23)c1,-1.4,-0.3,-35.7,-3.2,27.5,-3.6,-19.1,0.1,-16.9
CC(=O)c1ccc(OCCCC(=O)N2CCN(S(=O)(=O)c3ccc(C)cc3C)CC2)cc1,0.4,-5.6,7.4,11.7,18.7,15.2,-22.4,-3.3,-8.5

# An excerpt from above in order of SMILES length, high to low:
SMILES,EBI2 block,UPR XBP1 act,Gli-Sufu block,Jurkat NFkB inh,Mdm2 MdmX PPI,CCR6 antag,697 NFkB inh,CHOP UPR activ,CXCR6 block
COc1cc(-n2c(=O)c3ccccc3n(CC(=O)OCc3ccccc3)c2=O)cc(OC)c1OC,-2.9,-0.6,-2.8,-11.9,24.7,9.0,2.2,1.5,12.7
CCc1ccc(-c2csc3ncn(CC(=O)N4CCOCC4)c(=O)c23)cc1,-6.6,0.4,2.6,8.1,8.6,-13.9,1.0,-1.1,-6.9
N=c1c2c(ncn1CCCO)Oc1cc(O)ccc1C2c1ccccc1 (configuration not stated),3.1,2.2,2.5,-2.1,7.0,6.9,16.4,-1.1,0.9

# Continuation:
SMILES,EBI2 block,UPR XBP1 act,Gli-Sufu block,Jurkat NFkB inh,Mdm2 MdmX PPI,CCR6 antag,697 NFkB inh,CHOP UPR activ,CXCR6 block
C=Cn1cc[n+](CC(=O)c2ccc(Br)cc2)c1,1.5,-2.3,-5.0,-1.8,27.4,-5.7,-0.8,2.5,-6.0
CCOC(=O)C1CCCN(S(=O)(=O)c2c(C(=O)N3CCCCC3)c(C)n(C)c2C)C1 (configuration not stated),4.0,-4.4,-31.8,11.1,-25.5,-4.9,6.7,0.9,-6.0
COc1ccc(NC(=O)C2CCCCN2S(=O)(=O)c2ccccc2)cc1S(=O)(=O)N1CCOCC1 (configuration not stated),5.9,/,2.5,/,/,-2.6,/,/,-0.4
Cc1ccc(CNc2ncnc3c2cnn3C2CCCCO2)cc1 (configuration not stated),13.8,/,0.5,/,/,-4.6,/,/,-5.4
C[C@@]12C(=O)N(CC3CCCO3)CC(=O)N1[C@H]1c3cc(Cl)ccc3OC[C@@H]1[C@@H]2c1ccccc1 (some centres not stated),7.0,0.2,-1.4,-9.8,17.0,15.9,10.0,-1.1,-1.6
CC(C)N(C(=O)[C@H]1C[C@H](CC(=O)NC(C)(C)C)C(=O)N2CCc3c([nH]c4cc(CCC(=O)N(C)C)ccc34)[C@]12C)C(C)C,-0.1,1.9,3.7,/,16.7,6.3,7.8,2.1,3.1
O=C(Cn1c(C(F)(F)F)nc2ccccc21)N=Nc1c(O)[nH]c2ccc(Br)cc12,-11.5,20.6,/,3.0,42.4,9.2,-45.6,-0.2,-7.5
O=C(CCC(=O)N1CCOc2ccccc21)NCc1ccccn1,3.1,-2.2,25.6,5.1,25.4,0.4,7.9,-1.5,7.9
Cc1ccc(Nc2c([N+](=O)[O-])c(=O)n(C)c3ccccc23)cc1,2.4,0.2,2.2,5.0,-5.8,14.7,0.7,-2.0,0.1
CC1CCc2sc(C(=O)NCc3ccc(F)cc3)cc2C1 (configuration not stated),0.6,-3.0,-22.3,20.4,-0.7,5.4,-4.7,-0.3,3.2
CC(C)(C)OC(=O)N1CCC(CC2CC(c3ccncc3)=NO2)(C(=O)O)CC1 (configuration not stated),-16.4,0.4,-7.2,13.0,5.5,3.6,8.3,-0.4,-11.8
COc1ccc(C(=O)NC2CCN(C(=S)Nc3ccccc3C)CC2)cc1,2.5,-4.6,8.3,-26.9,1.5,-8.8,-4.5,-1.1,-4.7
O=C(Nc1ccccn1)C12CC3CC(C1)CC(C(=O)Nc1ccccn1)(C3)C2,-11.4,0.2,3.5,29.7,40.0,2.0,23.6,0.7,-7.1
C=CCN(c1ccccc1)S(=O)(=O)c1cccc(C(=O)NC2CCN(Cc3ccccc3)CC2)c1,8.3,-3.0,41.1,48.3,60.1*,18.1,-50.2,-1.0,3.6
CCOC(=O)CNC(=O)CSc1nnc(SCC(=O)NCC(=O)OCC)s1,-1.5,-0.3,7.0,-1.0,-1.7,1.6,16.0,0.1,-9.6
O=C(NCCCCNCCCNC(=O)c1ccccc1)c1ccccc1,-10.3,0.6,3.2,4.6,17.5,5.7,10.4,-0.2,-7.2
O=C(CCN1C(=O)c2ccccc2C1=O)Nc1nc2ccccc2s1,-10.6,0.1,-23.5,-17.5,-14.0,-1.7,-21.0,5.5,4.8
COc1ccc(Cl)cc1NC(=S)Nc1ccccc1C,-2.6,-4.8,3.1,-0.2,-16.3,6.0,7.5,-0.6,-3.6
Cc1cc(C)c(C)c(S(=O)(=O)NCc2ccc(C(=O)N3CCCCC3)cc2)c1C,-10.8,-2.5,-8.5,9.4,9.1,-5.0,15.0,1.3,-7.7
COC(=O)C1=C(N)OC2=C(C(=O)CCC2)C1c1ccc2c(c1)OCO2 (configuration not stated),0.1,-3.8,-8.4,-8.2,12.9,19.4,4.0,3.6,-1.2
Cc1cccc(C)c1OC(=O)CSc1nnc(-c2ccccc2O)o1,15.0,-0.6,-2.4,10.7,3.5,29.4,19.6,-0.5,6.5
CCc1noc(C)c1C(=O)N1CC(C)OC(C)C1 (configuration not stated),3.4,-4.1,4.0,-21.1,9.8,-24.6,16.5,-1.6,-5.5
COc1cccc(OCc2cc(C(=O)N(C)Cc3nccn3C)no2)c1,-2.5,-3.7,-7.8,-50.6,-48.7,-5.5,-71.3,3.0,3.6
O=[N+]([O-])c1ccc(/C=N/NC(=S)Nc2ccccc2)o1,3.2,2.7,-3.0,-16.5,-40.6,6.8,-13.8,2.5,-4.6
CCCCCn1c(=O)c(F)cn(Cc2ccc(OC)c([N+](=O)[O-])c2)c1=O,7.1,1.3,9.6,8.7,23.6,16.0,10.0,-0.9,2.8
O=C1C2C3C=CC(C4CC34)C2C(=O)N1/N=C/c1ccc(-c2ccc([N+](=O)[O-])cc2)o1 (configuration not stated),-1.0,-3.6,0.0,5.3,-0.7,2.0,-10.5,1.3,-9.1
CSc1cccc(NC(=O)CN(C)S(=O)(=O)c2ccccc2)c1,0.1,-0.4,-8.1,-33.6,-10.6,13.9,-4.9,1.3,-1.7
Cc1cccc(C(=O)N2CCN(Cc3nc4sc5c(c4c(=O)[nH]3)CCCC5)CC2)c1,7.2,-3.0,-10.9,10.0,-14.5,4.7,-0.8,-1.5,-3.2
O=C(CSc1ccc2nnc(-c3cccnc3)n2n1)c1ccccc1,5.5,-3.9,-19.8,-3.7,4.9,3.7,14.9,-0.7,-0.2
CCOc1ccc2nc(NC(=O)c3ccccn3)sc2c1,59.9*,-6.6,-4.6,-68.2,76.2*,78.6*,-459.0,13.7,58.3*
Nc1cc(N)nc(SCC(=O)Nc2ccc3c(c2)OCCCO3)n1,-1.2,2.4,-10.6,-13.6,-36.2,15.9,1.0,1.6,5.7
Cc1ccc([N+](=O)[O-])cc1N(CC(=O)Nc1ccc(S(=O)(=O)Nc2cccc(C(F)(F)F)c2)cc1)S(C)(=O)=O,84.3*,-0.9,/,2.0,55.0*,4.9,-7.7,7.0,-8.8
C=C(C)CSc1nc2ncccc2[nH]1,-15.0,-2.3,0.0,-1.5,15.5,14.8,-1.2,-1.4,-2.0
CC1=C/C(=N\NC(=O)c2ccccc2)CC1,-10.8,0.1,-0.1,-2.7,6.0,2.1,4.0,0.9,-7.0
CC(C)OCCCNC(=O)c1cn(C)c2ccc(S(=O)(=O)N3CCCC3)cc2c1=O,6.0,-4.6,1.5,-5.0,15.9,20.1,15.3,0.5,4.2
COCCn1c(-c2ccccc2)nc2oc3ccccc3c(=O)c2c1=O,3.2,1.3,1.3,-7.6,-12.2,-0.8,-36.6,-0.7,-8.7
CN(C(=O)CSc1nnc(-c2cccs2)o1)C1CCS(=O)(=O)C1 (configuration not stated),-9.3,-3.1,-2.1,2.1,14.2,12.6,10.1,-2.0,1.8

# Two consecutive records already listed:
SMILES,EBI2 block,UPR XBP1 act,Gli-Sufu block,Jurkat NFkB inh,Mdm2 MdmX PPI,CCR6 antag,697 NFkB inh,CHOP UPR activ,CXCR6 block
COCCn1c(-c2ccccc2)nc2oc3ccccc3c(=O)c2c1=O,3.2,1.3,1.3,-7.6,-12.2,-0.8,-36.6,-0.7,-8.7
CN(C(=O)CSc1nnc(-c2cccs2)o1)C1CCS(=O)(=O)C1 (configuration not stated),-9.3,-3.1,-2.1,2.1,14.2,12.6,10.1,-2.0,1.8
